# PME-1 primary – blocks human protein phosphatase methylesterase 1 | recombinant PME-1, FP-Rh probe fluorescence polarization | inhibition, % at 5.9 µM | hit rate 0.53% among 320,000 | AID 2130;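 active means inhibition above the campaign mean of all compounds plus 3 SD, cut at about 26% in these data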;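 further: competitive labeling of PME-1 active site by serine hydrolase directed probe; 0% = PME-1 with DMSO and 100% = wells lacking PME-1 enzyme; inhibitors block probe labeling so polarization falls and inhibition rises; many of its hits are not listed in these tables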
# Fam108B counter – Fam108B inhibition, counter-screen for RBBP9 inhibitors; recombinant Fam108B, FP-Rh probe fluorescence polarization; inhibition, % at 9.51 µM; hit rate 0.33% among 300,000; AID 1947;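 active means inhibition above the screen mean inhibition plus 3 SD, computed separately per campaign, cut at about 18% in these data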;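 further: inhibitors lower polarization as less probe binds the enzyme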
# GRK2 inh – blocks RNA aptamer binding to human GRK2; bead flow cytometry, FAM-aptamer displacement from GRK2; AID 488847; hit rate 0.59% among 330,000; P25098; inhibition of aptamer binding, % at 10 µM;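 active means inhibition of aptamer binding above 40%, roughly 3 SD of noise, on plates passing a quality check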;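 further: median bead fluorescence of bound FAM aptamer so fluorescent compounds give negative values; no value below 0 was filed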
# Target sequence (P25098 whole entry, looked up): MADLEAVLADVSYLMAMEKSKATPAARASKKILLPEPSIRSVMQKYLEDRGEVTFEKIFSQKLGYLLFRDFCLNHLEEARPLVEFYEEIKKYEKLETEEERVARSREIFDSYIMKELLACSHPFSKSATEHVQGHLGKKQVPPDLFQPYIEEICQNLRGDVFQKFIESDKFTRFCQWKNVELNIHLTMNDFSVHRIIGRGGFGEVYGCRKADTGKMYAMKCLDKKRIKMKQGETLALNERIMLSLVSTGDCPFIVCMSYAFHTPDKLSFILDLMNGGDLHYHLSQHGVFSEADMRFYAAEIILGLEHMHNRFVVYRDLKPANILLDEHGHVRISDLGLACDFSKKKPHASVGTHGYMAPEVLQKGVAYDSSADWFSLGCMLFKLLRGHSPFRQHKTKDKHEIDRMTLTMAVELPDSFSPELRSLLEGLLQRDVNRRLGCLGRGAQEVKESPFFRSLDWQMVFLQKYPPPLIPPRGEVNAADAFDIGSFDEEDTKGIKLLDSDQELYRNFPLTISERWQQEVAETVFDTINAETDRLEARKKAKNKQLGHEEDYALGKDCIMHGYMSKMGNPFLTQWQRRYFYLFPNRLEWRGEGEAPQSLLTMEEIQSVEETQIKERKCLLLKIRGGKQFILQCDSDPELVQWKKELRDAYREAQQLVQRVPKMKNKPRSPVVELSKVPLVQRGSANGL
# Bcl-xL primary – blocks human Bcl-xL binding to Bim BH3 peptide. Q07817. GST-Bcl-xL / FITC-Bim BH3 peptide fluorescence polarization. inhibition, % at 10.9 µM. hit rate 0.7% among 320,000. AID 2129;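 active means inhibition above the mean of all tested compounds plus 3 SD, cutoff set per campaign, cut at about 30% in these data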;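 further: 0% = DMSO wells and 100% = unlabeled Bim-BH3 peptide competitor; inhibitors lower millipolarization by displacing the labeled peptide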
# VLA-4 inh – inhibition in a human VLA-4 binding assay; AID 2557; VLA-4 expressing cells, ligand binding flow cytometry; inhibition, % (about 7 µM as worked out from the volumes in the protocol); hit rate 0.2% among 330,000; in the data active means inhibition above about 50%
# MCL1 BIM primary – inhibitors of human MCL1 binding to BIM-BH3 peptide | Q07820 | GST-MCL1 / FITC-Bim-BH3 fluorescence polarization | inhibition, % at 10.9 µM | hit rate 0.68% among 320,000;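 active means inhibition above the mean inhibition of all tested compounds plus 3 SD, set per campaign, cut at about 40% in these data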;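 further: 0% = DMSO wells and 100% = unlabeled Bim-BH3 peptide control; higher means more loss of mP so more displacement of Bim peptide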
# Target sequence (Q07820 whole entry, looked up): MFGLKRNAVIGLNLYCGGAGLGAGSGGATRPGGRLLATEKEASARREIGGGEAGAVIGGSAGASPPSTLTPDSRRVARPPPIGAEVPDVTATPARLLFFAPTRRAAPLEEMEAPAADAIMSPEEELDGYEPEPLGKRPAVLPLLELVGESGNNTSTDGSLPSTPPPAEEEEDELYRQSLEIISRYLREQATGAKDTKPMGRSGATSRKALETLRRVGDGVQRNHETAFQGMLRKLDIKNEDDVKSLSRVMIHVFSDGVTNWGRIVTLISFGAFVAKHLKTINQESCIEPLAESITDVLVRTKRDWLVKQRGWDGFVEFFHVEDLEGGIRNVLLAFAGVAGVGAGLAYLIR
# MEX-5 binding – C. elegans MEX-5 TCR-2 RNA binding activity; hit rate 0.38% among 300,000; MEX-5/FITC-TCR2 RNA binding, fluorescence polarization; stronger effect = lower value; activity score (negative = inhibition of binding), % at 10 µM; Q9XUB2;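 active means inhibition past about -25% in most replicates, and total fluorescence under double the plate's negative control median, limit read from the data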;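 further: 0% = DMSO and -100% = 5 µM competing unlabeled TCR2 RNA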
# Efflux pump inh – inhibitors of Candida antifungal efflux pumps expressed in yeast. S. cerevisiae Candida pump triplex, Nile Red efflux. inhibition, % at 10 µM. hit rate 0.44% among 330,000;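 active means plate passing quality check with inhibition over a set limit, or well fluorescence over plate mean plus 4 SD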;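 further: Nile Red retained in pooled yeast measured as flow cytometry median fluorescence; 0% = buffer negative control and 100% = Enniatin B positive control; higher means more Nile Red kept so more efflux inhibition; some compounds called inactive have numbers as strong as hits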
# GLD-1 TGE inh – GLD-1-TGE RNA interaction inhibition (C. elegans); Q17339; hit rate 0.44% among 320,000; inhibition, % at 5.96 µM; purified GLD-1 + fluorescein TGE RNA, fluorescence polarization; AID 2280;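 active means percent inhibition above a per-plate cutoff, the plate mean of test compounds plus 3 SD, cut at about 30% in these data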;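 further: 0% = DMSO wells with GLD-1 and probe and 100% = wells lacking GLD-1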
# * hit, by the source's call; x = no result given. Only part of the results is shown. The share of hits here may be higher or lower than overall.
canonical_smiles,PME-1 primary,Fam108B counter,GRK2 inh,Bcl-xL primary,VLA-4 inh,MCL1 BIM primary,MEX-5 binding,Efflux pump inh,GLD-1 TGE inh
COCCNC(=O)CSc1ncnc2sc(-c3ccccc3)cc12,4,-1,0,1,-4,1,0.9,0.0,0
CC1CCN(CC(=O)Nc2ccc(S(=O)(=O)N3CCCCC3)cc2)CC1,7,2,0,2,9,2,-4.3,-0.1,7
COc1ccc(/C(N)=N/OC(=O)c2cccc([N+](=O)[O-])c2)cc1OC,1,3,2,-2,3,1,-0.3,-0.2,2
CC(C)Oc1ccc(CNC(=S)N/N=C/c2ccc([N+](=O)[O-])cc2)cc1,21,-7,2,2,0,-1,4.1,-0.1,4
CN(C)c1c(F)cc(C(=O)NC(=O)NCc2cccnc2)cc1F,7,-4,3,4,6,7,-0.4,0.1,0
COc1ccc(CN(C(=O)c2cc(=O)c3ccccc3o2)C2CCS(=O)(=O)C2)cc1OC (stereo not given),8,-1,0,8,-10,3,-2.0,-0.1,2
C#CCOCCOCCOCCNc1nc(N2CCN(C(=O)[C@H](CCCCN)n3cc(C(N)CC(C)C)nn3)CC2)nc(N2CCN(C(=O)[C@H](CCC(=O)O)n3cc(C(N)[C@H](C)CC)nn3)CC2)n1 (stereo not given in full),-3,4,0,7,-8,3,-0.4,-0.1,3
O=C1CC(N2CCN(c3cccc(C(F)(F)F)c3)CC2)C(=O)N1c1ccc(F)cc1 (stereo not given),-8,-3,0,5,3,5,-0.4,-0.1,1
O=C(NC1CCOCC1)C1CCC(=O)N(CCc2ccc(Cl)cc2)C1 (stereo not given),0,-6,0,-4,-4,1,-2.2,0.3,-1
CC(C)(C)OC(=O)CNC(=O)c1[nH]cnc1C(=O)NCCCCCNC(=O)OC(C)(C)C,1,1,0,6,-4,8,0.6,0.0,3
Cc1nc2cc(C(F)(F)F)ccc2n1CCNc1nc(-c2ccc(F)cc2)cs1,4,3,0,4,12,3,2.3,-0.1,9
CC(C)C(c1nnnn1C1CCCC1)N1CCN(c2ccccc2F)CC1 (stereo not given),-6,4,2,0,0,3,-2.5,-0.1,4
CCOC(=O)CSc1nnc(-c2ccc([N+](=O)[O-])cc2)o1,1,-1,0,3,1,4,0.3,-0.1,6
CCC(=O)NC(Nc1cc(C)cc(C)n1)(C(F)(F)F)C(F)(F)F,-9,1,2,2,-2,4,0.5,0.2,1
CC(=O)Oc1ccc(-c2ccc(C(=O)Nc3cccc(S(=O)(=O)N4CCOCC4)c3)cc2)cc1,-18,-9,1,-4,-10,-9,4.6,-0.2,6
NC(=O)C1CCN(c2nc(-c3ccc(F)cc3)cs2)CC1,-2,x,0,2,18,3,x,0.0,-2
c1ccc(COC2CCCN(Cc3nc(-c4cccs4)no3)C2)nc1 (stereo not given),1,-2,0,1,-2,4,1.0,0.1,-4
O=C(NC(Cc1ccccc1)C(=O)O)/C(=C/c1ccco1)NC(=O)c1cccc([N+](=O)[O-])c1 (stereo not given),5,-1,7,4,12,9,1.9,0.3,14
Cc1ccc(S(=O)(=O)N2CCOCC2)cc1C(=O)NC(C)CCc1ccccc1 (stereo not given),x,x,4,x,24,x,x,-0.1,6
Cc1ccc(-c2nc(SCC(=O)N(C)c3c(N)n(Cc4ccccc4)c(=O)[nH]c3=O)n[nH]2)cc1,4,-3,0,-3,-8,-5,0.9,0.1,-3
CCCNC(=O)OC[C@H]1O[C@H](CCO/N=C/C[C@@H]2C=C[C@H](OC(C)=O)[C@@H](COC(C)=O)O2)C=C[C@@H]1Oc1ccc(OC)cc1,-10,5,3,0,3,-2,0.9,0.0,-1
CCC(CC)c1nnc(NC(=O)c2cccc(S(=O)(=O)N3CCOCC3)c2)s1,x,x,0,x,-1,x,x,-0.1,7
O=C(Nc1sc(-c2ccccc2)cc1C(=O)O)c1ccccc1,17,14,0,4,3,-1,-0.8,0.1,2
COc1ccccc1N1CCN(C(=O)c2ccc3[nH]c4c(c3c2)CCCC4)CC1,11,11,0,-11,2,-49,4.4,-0.2,5
CCO[C@@H]1OC(C(N)=O)=C[C@H](C2CC2)[C@H]1CCCO,-2,4,0,1,-2,3,-3.8,0.1,-1
Cc1nn2cc(-c3ccc(N)cc3)nc2s1,2,3,0,3,13,2,1.3,-0.1,5
COC(=O)C(Cc1ccccc1)NC(=O)c1cccc(S(=O)(=O)N(C)C)c1 (stereo not given),-2,3,2,2,4,-4,-4.0,0.2,0
CCOC(=O)C1CCCN(C(=O)c2sc3nc(-c4ccc(OC)cc4)cn3c2C)C1 (stereo not given),6,5,3,7,0,8,2.9,-0.1,-15
Cc1ccccc1CC(=O)N1CCN(S(=O)(=O)c2cccs2)CC1,1,0,0,5,-13,3,-2.2,0.1,2
Nc1ccc(Oc2ncccn2)c(Cl)c1,0,-1,1,5,4,2,-0.3,-0.2,-3
CCCNC(=O)c1ccccc1NS(=O)(=O)c1ccc(OC)c(OC)c1,3,2,0,10,31,6,1.7,-0.2,-1
Cc1ccc(S(=O)(=O)N2CCC(C(=O)NCCCOC(C)C)CC2)cc1,4,4,1,0,16,3,-1.4,0.0,-1
CC(C)OC(=O)Cn1cnc2ccc(Br)cc2c1=O,2,4,0,4,7,-6,-0.3,0.1,4
COC(=O)c1cccc(NC(=O)NC(=O)c2ccccc2Cl)c1,0,-3,10,5,-2,-1,-0.5,0.3,0
O=C(c1cccs1)N1CCN(C(=O)C(c2ccccc2)c2ccccc2)CC1,-1,-1,0,-1,32,-4,1.9,0.1,4
COc1ccc(-c2csc(N3CCN(Cc4ccc5c(c4)OCO5)CC3)n2)cc1,3,7,3,4,5,1,0.5,0.1,5
CN(CC(=O)NCCc1ccc(F)cc1)Cc1ccccc1,-2,3,0,3,-6,8,-0.7,-0.1,1
CCC1(C)Cc2c(C#N)c(N)n(-c3ccccc3)c(=S)c2CO1 (stereo not given),2,7,3,7,28,10,-1.1,-0.1,6
Oc1c(Br)cc(Br)cc1C=Nc1cccc2ncccc12,20,16,2,74*,0,73*,-1.3,0.3,53*
CCCCNS(=O)(=O)c1cccc(S(=O)(=O)N2CCCC2)c1,1,3,1,2,25,7,0.7,0.0,-7
Cc1c(C)n(C(=O)CN2CCN(c3ccccn3)CC2)c2ccccc12,-3,3,1,-2,17,-10,-2.5,-0.2,0
COc1ccccc1-c1nnn(C/C(N)=N/O)n1,-4,3,1,-7,20,6,-4.1,-0.4,-2
CC(=O)N=c1sc2nc3ccccc3nc2n1N(C(C)=O)C(C)=O,-1,2,2,6,-9,11,-9.2,0.1,4
O=C(NN=C1CCN(Cc2ccccc2)CC1)C(O)c1ccccc1 (stereo not given),-4,-1,4,0,0,6,-0.1,0.1,0
O=C(COC(=O)c1ccc([N+](=O)[O-])cc1Cl)Nc1cccnc1Cl,2,2,6,-2,3,0,-0.2,0.1,5
COc1ccc(S(=O)(=O)N2CCCCC2)cc1NS(=O)(=O)c1ccccc1F,2,0,0,-3,35,0,1.7,0.0,-4
COc1ccc(CN2CC(C(=O)N3CCOCC3)CC2=O)cc1 (stereo not given),-2,-3,0,3,-2,7,0.6,-0.1,8
COc1ccc(C(CNC(=O)c2c(C)nn(Cc3ccccc3)c2Cl)N2CCOCC2)cc1 (stereo not given),-2,x,13,2,-7,-5,x,-0.1,-3
CCOc1ccc(OCC(=O)OCc2csc(CC(=O)Nc3ccccc3C)n2)cc1,5,0,0,3,-8,1,0.8,0.0,8
CC1=[N+](C)c2ccc3ccccc3c2C1(C)C,-87,-40,22,4,-26,-10,-0.2,0.1,-4

# (cont.)
canonical_smiles,PME-1 primary,Fam108B counter,GRK2 inh,Bcl-xL primary,VLA-4 inh,MCL1 BIM primary,MEX-5 binding,Efflux pump inh,GLD-1 TGE inh
Cc1onc(-c2ccccc2)c1C(=O)Nc1ccc(S(=O)(=O)NC2=NCCCCC2)cc1,5,-1,0,-2,-5,-10,2.4,0.0,1
CCN(CC)CCCNC(=O)c1ccc2c(Cl)c3c(nc2c1)CCCC3,1,0,0,4,10,-1,1.4,0.2,-2
O=C1NC2(CCCCC2)N=C1c1ccccc1,-5,3,4,1,7,-6,-0.5,-0.1,9
CCCC(=O)N1c2ccccc2[C@@H](N(C(C)=O)c2ccccc2)C[C@H]1C,-1,-2,0,6,3,2,1.0,0.1,-10
C#CCOC(=O)CCCNc1ccc([N+](=O)[O-])cc1[N+](=O)[O-],1,5,2,7,14,1,-8.8,0.0,-2
CCCCNC(=S)NNC(=O)c1csc(C)c1,2,-1,0,1,-2,-4,-0.4,-0.1,4
Cc1ccc(S(=O)(=O)CC(=O)Nc2nnc(C)s2)cc1,-4,0,1,2,1,-4,0.6,0.0,-2
COc1ccccc1NS(=O)(=O)c1cccc(NC(=O)Nc2cccc(Cl)c2)c1,-135,-116,2,8,2,-2,1.2,-0.1,2
O=c1[nH]c(N2CCOCC2)cc2ccccc12,3,2,2,9,0,5,-1.4,-0.1,4
Cc1ccc(S(=O)(=O)N2CCCCC2)cc1NC(=O)C1CC1,x,x,0,x,20,x,x,0.1,7
COC(=O)c1ccc(Oc2nc(Nc3ccc(F)cc3)nc(N3CCCC3)n2)cc1,0,-3,0,3,-2,2,-2.9,0.0,0
COc1ccc(NC(=O)COc2cccc3c2OC(C)(C)C3)cc1OC,6,x,6,3,6,8,x,0.0,3
CC(C)CCNC(=O)C(c1ccco1)N(CCCO)C(=O)Cn1nnc(-c2ccc(F)cc2)n1 (stereo not given),2,0,2,0,-3,2,0.9,0.0,7
CCCC(=O)Nc1ccc(NC(=O)c2ccccc2Cl)nc1,3,-1,2,-1,3,3,1.5,-0.1,-1
CCc1ccccc1N1CC(C(=O)Nc2nccs2)CC1=O (stereo not given),-1,0,1,2,9,2,-1.3,0.1,1
Cc1ccc(NC(=O)CN(C)C(=O)COC(=O)c2nc3nccc(C)n3n2)cc1,-1,x,5,-2,25,-4,x,0.0,-1
O=C(CCCCO)CCCCCCCC[C@H]1N[C@H](CO)[C@H](O)[C@@H]1O[C@@H]1O[C@H](CO)[C@@H](O)[C@H](O)[C@H]1O,-4,-2,x,-2,x,0,-0.6,x,0
COc1ccc(C2/C(=C(\O)c3ccc4c(c3)OCCO4)C(=O)C(=O)N2CCCN(C)C)c(OC)c1 (stereo not given),-1,-1,1,1,0,-2,-1.9,0.0,-13
Cc1sc2nc(CSc3nnnn3-c3ccc(Cl)cc3)[nH]c(=O)c2c1C,-13,-13,4,-10,0,-36,x,-0.1,-19
Cc1ccc(C2NC(=S)NC3=C2C(=O)CCC3)cc1 (stereo not given),4,-5,0,6,-16,2,-1.5,0.3,-5
O=C(COc1ccccc1C(=O)c1cnn(-c2ccccc2)c1)Nc1ccc2ccccc2c1,-26,-16,2,5,5,-3,1.1,0.8,1
CNC(=O)NC(=O)CSc1ccc(S(=O)(=O)N2CCOCC2)cn1,-4,x,2,-13,33,-23,x,0.2,7
COc1ccc(-c2cc(C(=O)NC(Cc3cc4ccccc4[nH]3)C(=O)O)c(C)o2)cc1OC (stereo not given),-8,2,2,-3,4,-9,1.1,0.1,-1
Cc1cccc(C(C)C)c1NC(=O)COC(=O)Cc1ccsc1,1,-3,3,3,-10,3,-1.8,0.0,3

# Assay outcomes deposited in PubChem BioAssay by several laboratories.
